# 15-hLO-2 inh: 15-hLO-2 (ALOX15B) enzyme inhibition; 0.56% of 110,000 active; purified 15hLO-2, xylenol orange hydroperoxide absorbance; Potency, µM (top dose mostly 57.1 µM), for the others: at the top dose activity change, negative = inhibition, usual class: inhibitors; note: potency is the fitted concentration of half-maximal effect; nearly all actives have a fitted effect of over 60% in size; many of its hits are not listed in these tables
#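 Screening format was qHTS against 50 nM purified 15hLO-2 in Hepes pH 7.5 with detergent. Activity follows hydroperoxide formation from 45 uM arachidonic acid, measured as 573:405 nm absorbance ratio of the ferric-xylenol orange complex.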
# 12-hLO inh: blocks human 12-lipoxygenase activity; P18054; purified 12-hLO, xylenol orange hydroperoxide absorbance; 0.12% of 150,000 active; AID 1452; Potency, µM (titrated, usually from 57.1 µM), for inactives: at the highest dose activity change, negative = inhibition, usual class: inhibitors; note: potency is the fitted concentration of half-maximal effect; nearly all actives have a fitted effect of over 55% in size; many of its hits are not listed in these tables
# Target sequence (P18054 whole entry, looked up): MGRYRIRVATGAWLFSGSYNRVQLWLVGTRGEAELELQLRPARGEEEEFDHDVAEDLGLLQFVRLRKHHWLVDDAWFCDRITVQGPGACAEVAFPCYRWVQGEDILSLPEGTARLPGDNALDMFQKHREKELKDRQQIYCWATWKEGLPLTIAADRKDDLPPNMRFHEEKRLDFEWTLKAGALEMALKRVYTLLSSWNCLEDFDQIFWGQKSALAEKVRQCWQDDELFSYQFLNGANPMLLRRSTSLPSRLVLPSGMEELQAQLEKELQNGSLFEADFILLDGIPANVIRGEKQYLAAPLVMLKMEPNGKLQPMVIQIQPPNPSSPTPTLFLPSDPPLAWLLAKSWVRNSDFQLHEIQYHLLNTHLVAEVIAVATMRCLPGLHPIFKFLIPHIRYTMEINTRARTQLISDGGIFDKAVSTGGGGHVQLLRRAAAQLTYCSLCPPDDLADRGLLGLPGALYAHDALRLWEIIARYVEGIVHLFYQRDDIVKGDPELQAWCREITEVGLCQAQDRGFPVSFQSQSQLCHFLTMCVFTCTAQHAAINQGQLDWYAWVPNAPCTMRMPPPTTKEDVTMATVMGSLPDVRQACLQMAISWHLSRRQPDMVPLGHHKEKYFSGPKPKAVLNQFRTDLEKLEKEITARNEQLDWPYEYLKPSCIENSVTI
#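 Purified human 12hLO (150 nM final) was preincubated with compounds for 15 min at room temperature in 25 mM Hepes pH 7.0, 0.01% Triton X-100, then reacted with 40 uM arachidonic acid for 30 min. Hydroperoxide was detected with ferrous iron/xylenol orange.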
# IMPase cell inh: membrane-permeable compound that blocks inositol monophosphatase. CHO-M1 cells, IP1 accumulation, HTRF TR-FRET ratio. inhibition (IP1 accumulation), % at 46.1 µM. 120,000 tested, under 10 active. AID 901; active = well fitted curve in the direction sought with a large enough effect in the signal ratio, not every such curve was filed as active; inconclusive = small, poorly fitted or top-dose-only effect, or a change in a side signal; inactive = no such curve, though single readings can be large or run the other way; the % refers to the signal ratio;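 note: cells stimulated with carbachol in lithium chloride buffer; plate controls were DMSO basal wells for no effect and reference inhibitor wells for full effect; higher means more IMPase inhibition seen as more IP1 and lower FRET ratio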
# Target sequence (P97697 whole entry, looked up): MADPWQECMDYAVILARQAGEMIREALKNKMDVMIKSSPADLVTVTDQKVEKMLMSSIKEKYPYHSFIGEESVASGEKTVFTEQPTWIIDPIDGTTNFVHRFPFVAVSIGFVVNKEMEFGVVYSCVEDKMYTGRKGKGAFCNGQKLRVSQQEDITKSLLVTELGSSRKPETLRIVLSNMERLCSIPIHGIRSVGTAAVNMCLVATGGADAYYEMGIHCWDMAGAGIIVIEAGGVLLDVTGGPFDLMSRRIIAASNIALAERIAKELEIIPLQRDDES
#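 Elevated IP1 in lysates lowers TR-FRET signal (665/620 ratio and 620 channel reported). Cells were CHO-M1, given carbachol (50 uM as added) plus 50mM LiCl, pH 7.4, 30 min, 37C; compounds titrated up to 46 uM; AC50 by Hill equation.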
# PNC assembly inh: inhibitors of perinucleolar compartment assembly; activity change (PNC), negative = inhibition, % at 10 µM; 3.1% of 140,000 active; AID 2417; PC3M PTB-GFP, PNC prevalence imaging, 16 h; hits give low values;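 active = readout at or below -70, meaning at least 70% loss of cells showing the perinucleolar compartment, a nuclear body marking cancer cells; inconclusive = readout between -30 and a set limit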;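 note: plate controls were DMSO wells for no effect and camptothecin positive control wells for full effect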
#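 Compounds are pinned in duplicate onto adhered PC3M cells stably expressing GFP-tagged PTB and incubated 16 h at 37 C. Cells are then fixed, nuclei stained with Hoechst, and PNC-positive cells counted.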
# Starred values were filed as active, the others as inactive; ? = inconclusive; . = not tested or not shown; [ ] = remark or other dose. Unless noted, calls come from the whole dose curve; as a rule, active = well fitted curve in the direction sought with a large enough effect; inconclusive = small, poorly fitted or top-dose-only effect, or another doubt; inactive = no such curve, though single readings can be large; an effect the other way counts as inactive or inconclusive. Unless noted, % is set by controls: 0 for no effect and ±100 for the full control effect. Only part of the results is shown, so the mix of outcomes need not match the whole.
SMILES,15-hLO-2 inh,12-hLO inh,IMPase cell inh,PNC assembly inh
CCOC(=O)c1c(NC(=O)CSc2nc3c(c(=O)n(C)c(=O)n3C)n2CC)sc(C)c1C,1%,1%,5,42
CCN1CNC(=S)N(c2cc(C)ccc2C)C1,.,-1%,3,42
NC(=O)C1CCN(C(=O)N2c3ccccc3Sc3ccccc32)CC1,-8%,-16%,11,?
CCC(C)(C)n1nnnc1CN1CCc2ccccc21,-18%,-3%,-2,-18
CN(C)S(=O)(=O)c1cccc(NC(=S)Nc2ccc(Cl)cc2Cl)c1,-22%,-15%,-2,?
CCc1ccccc1NC(=O)C1CC(c2ccc(F)cc2)=NO1 (stereo unspecified),-11%,-4%,?,-19
COc1ccccc1/C=C/C(=O)NC(=S)Nc1ccc(S(=O)(=O)N(C)c2ccccc2)cc1,.,5%,2,-18
Cc1cc(C)cc(OCC(=O)Nc2cccc(-c3nnc(-c4ccco4)o3)c2)c1,-1%,1%,-5,16
CCN(CC)S(=O)(=O)c1cccc(C(=O)OCC(=O)C23CC4CC(CC(C4)C2)C3)c1,-1%,1%,-5,-11
CCCC(c1nnnn1CC1CCCO1)N1CCN(c2cc(Cl)ccc2C)CC1 (stereo unspecified),1%,-12%,9,18
COc1ccc(/C=c2\s/c(=C(/C#N)C(=O)NCc3ccco3)n(-c3ccccc3)c2=O)cc1,.,11%,.,-3
CC1=CCC2(CO)COC(c3ccccc3O)C1C2 (stereo unspecified),-1%,1%,7,-16
COc1ccc(-c2cc(C(F)(F)F)n3nc(C)cc3n2)cc1,8%,-7%,3,-13
CCOC(=O)C1=C(NC(=O)c2ccc(Br)o2)Nc2ccccc2N=C1,5%,-3%,5,-6
CCOC(=O)C1=C(C)NC(=O)NC1c1c(C)nn(-c2ccccc2)c1Cl (stereo unspecified),-4%,-20%,-9,5
CCCSc1nnc(-c2c[nH]c3ccccc23)n1C,5%,3%,4,?
Cc1ccc(C(=O)CSc2nnc(CNc3ccc(C)cc3C)o2)cc1,4%[2.29 µM],-8%,-2,?
CCN(CC)Cc1c(C(=O)OC(C)C)nnn1-c1nonc1N,3%,-1%,1,4
N#Cc1c(N)sc2c1CCN(C(=O)OCc1ccccc1)C2,?,-19%,7,-8
CCOC(=O)c1c(C)[nH]c(C)c1C(=O)COC(=O)CNC(=O)c1ccc(OCC)cc1,-4%[2.29 µM],-3%,-7,35
CC(C)CCNc1ncnc2[nH]ncc12,-2%[11.4 µM],3%[11.4 µM],.,.
COC(=O)[C@@]1(Cc2ccc(F)cc2)[C@H]2c3cc(C(=O)N4CCCC4)n(CCc4c[nH]c5ccccc45)c3C[C@H]2CN1C(=O)c1ccccc1,4%,-5%,.,.
CCCCNc1nc2c(c(=O)[nH]c(=O)n2C)n1CCOc1ccccc1,1%,-7%,-6,45
CN(C)c1ccc(/C=C(\C#N)C(=O)NCc2ccco2)cc1,.,0%,.,30
Cc1nn(C)cc1CN(C)C(=O)c1sc2cccc(Cl)c2c1Cl,1%,3%,-2,7

# Continuation:
SMILES,15-hLO-2 inh,12-hLO inh,IMPase cell inh,PNC assembly inh
Nc1nc2n(n1)C(c1c(F)cccc1Cl)CC(c1ccc(F)cc1)N2 (stereo unspecified),.,3%,-1,?
Cc1cccc(NC(=O)C2CCN(S(=O)(=O)c3cccc4cccnc34)CC2)n1,4%,2%,2,-7
CC(C)C(N)C(=O)OCCOCn1cnc2c(=O)[nH]c(N)nc21 (stereo unspecified),-4%,-1%,.,.
Cc1sc(NC(=O)c2ccccc2)c(C(c2ccccn2)N2CCN(CCO)CC2)c1C (stereo unspecified),.,1%,12,18
CCOC(=O)COc1ccc2c(c1)C(=O)CC(C)(c1cccnc1)O2 (stereo unspecified),-8%,-2%,7,-24
CNc1nc(C)c(C(=O)c2ccc(Cl)cc2)s1,5%,1%,10,?
O=C(O)CCCCCNc1ccc2nsnc2c1[N+](=O)[O-],.,-4%,7,15
COc1ccc(/C(C)=N/NC(=O)C2C3CCCCC32)c(OC)c1 (stereo unspecified),.,3%,.,17
COc1ccc(N2CCN(Cc3cc(=O)oc4ccc5ccccc5c34)CC2)cc1,?,-5%,0,-1
CCCCCCC(=O)N=Nc1c(O)[nH]c2ccc([N+](=O)[O-])cc12,.,-4%,.,7
Cc1ccc2oc(-c3cccc(NC(=S)NC(=O)/C=C/c4ccco4)c3)nc2c1,?,?,-3,-15
N=C(CC(=O)Nc1ccccn1)c1ccccc1,-2%[11.4 µM],-6%[11.4 µM],.,.
CCOC(=O)CNS(=O)(=O)c1cc(-c2nn(C)c(=O)c3ccccc23)ccc1C,-11%,7%,-2,?
CCOC(=O)c1cc(C#N)c(SCc2ccc(C#N)cc2)nc1C,-2%,-10%,13,-6
COc1ccc(CC(=O)NCCN2CCCC2)cc1,18%,-2%,2,63
COc1ccc(C(=O)c2ccc(OC)c3cccc(O)c23)cc1OC,-28%,-9%,6,38
CCOC(=O)c1c(NC(=O)COc2ncnc3ccccc23)sc(C)c1CC,.,-1%,-4,-17
COc1cc(/C=C(\C#N)c2nc3c(s2)CCCC3)ccc1O,-25%,-25%,6,-28
CCCC1CCC(C2=N/C(=C\c3ccc(OC)c(OC)c3)C(=O)O2)CC1 (stereo unspecified),6%,-3%,7,0
COC(=O)C(C)NC(=O)C1CCCN1S(=O)(=O)c1cc(C)c(Cl)cc1C (stereo unspecified),2%,-6%,7,?
Cc1cc(C)nc(-n2ncc3c2CC(c2ccccc2C)CC3=O)n1 (stereo unspecified),.,-2%,-19,5
CCc1ccc(OCCNC(=O)c2ccc(S(=O)(=O)N(C)C)cc2)cc1,1%,-1%,-6,-19
COC(=O)c1cnn(C(=O)c2ccccc2Br)c1N,.,8%,-2,?
COc1ccc(CN(C)c2ncnc(N)n2)cc1,2%,0%,0,2
CCc1cccc(C)c1NC(=O)COC(=O)c1ccc2c(c1)S(=O)(=O)c1ccccc1C2=O,.,1%,.,22

# 12 compounds already listed, sorted by number of heavy atoms, smallest number first.
SMILES,15-hLO-2 inh,12-hLO inh,IMPase cell inh,PNC assembly inh
COc1ccc(CN(C)c2ncnc(N)n2)cc1,2%,0%,0,2
COC(=O)c1cnn(C(=O)c2ccccc2Br)c1N,.,8%,-2,?
O=C(O)CCCCCNc1ccc2nsnc2c1[N+](=O)[O-],.,-4%,7,15
COc1cc(/C=C(\C#N)c2nc3c(s2)CCCC3)ccc1O,-25%,-25%,6,-28
CCCCCCC(=O)N=Nc1c(O)[nH]c2ccc([N+](=O)[O-])cc12,.,-4%,.,7
CCOC(=O)c1cc(C#N)c(SCc2ccc(C#N)cc2)nc1C,-2%,-10%,13,-6
COc1ccc(C(=O)c2ccc(OC)c3cccc(O)c23)cc1OC,-28%,-9%,6,38
CCCC1CCC(C2=N/C(=C\c3ccc(OC)c(OC)c3)C(=O)O2)CC1 (stereo unspecified),6%,-3%,7,0
CCOC(=O)c1c(NC(=O)COc2ncnc3ccccc23)sc(C)c1CC,.,-1%,-4,-17
Cc1ccc2oc(-c3cccc(NC(=S)NC(=O)/C=C/c4ccco4)c3)nc2c1,?,?,-3,-15
COc1ccc(N2CCN(Cc3cc(=O)oc4ccc5ccccc5c34)CC2)cc1,?,-5%,0,-1
Cc1sc(NC(=O)c2ccccc2)c(C(c2ccccn2)N2CCN(CCO)CC2)c1C (stereo unspecified),.,1%,12,18

# More structures.
SMILES,15-hLO-2 inh,12-hLO inh,IMPase cell inh,PNC assembly inh
CC(C)NC(=O)c1onc(CSc2cccc(F)c2)c1C(=O)O,-7%,3%,5,61
CCN(CC)S(=O)(=O)c1cccc(-c2nnc(-c3ccc(C)cc3)o2)c1,4%,2%,-4,?
CC(Sc1nc(-c2ccccc2)cc(C(F)(F)F)n1)C(=O)Nc1sc2c(c1C#N)CCC2 (stereo unspecified),-17%,-13%,9,-20
CCOc1ccc(NC(=O)C2C3C=CC4(CN(C(C(=O)OC)C(C)C)C(=O)C24)O3)cc1 (stereo unspecified),.,-1%,.,?
COc1ccccc1CNC(=O)c1ccc(-c2ccccc2Cl)o1,.,-8%,.,35
O=C1CN(S(=O)(=O)c2ccccc2)CC(=O)N1CCc1ccccc1,-7%,-2%,0,?
Cc1ccc(-c2noc(CCC(=O)N3CCCc4ccccc43)n2)cc1,10%,-12%,-13,?
CCCCn1c(SCC(=O)N2CCCCC2C)nc2cc(S(N)(=O)=O)ccc21 (stereo unspecified),1%,0%,4,-2
CSc1ccccc1NC(=O)c1cnc2scc(C)n2c1=O,-4%,-6%,9,?
CCOC(=O)CSc1nc2ccccc2n1CC(=O)N(C(C)C)C(C)C,-1%,-3%,?,20
CCOC(=O)c1ccc(NC(=O)C(C)N2C(=O)c3ccccc3C2=O)cc1 (stereo unspecified),-2%,-2%,-5,?
CCN(CC)C(=O)CSc1ncnc2c1nnn2-c1ccc(OC)cc1,0%,2%,-13,0
Cc1ccccc1N(CC(=O)NCC1CCCO1)C(=O)C1(C)CC(=O)N=C2C=CC=CN21 (stereo unspecified),1%,1%,-7,?
COc1ccc(OC)c(N2C(=O)CC(C(C)c3ccccc3)C2=O)c1 (stereo unspecified),-5%,-4%,7,13
CC(C)(C)NC(=O)c1cc([N+](=O)[O-])ccc1N1CCCCC1,.,-1%,2,11
O=C(Nc1ccc(N2CCCCC2)cc1)c1cccnc1Cl,-4%,-5%,10,25
Cc1noc(C)c1S(=O)(=O)N1CCCC(C(=O)N2CCN(C3CCCCC3)CC2)C1 (stereo unspecified),-1%,-2%,4,1
O=C(CC(NC(=O)C(F)(F)F)c1ccccc1)Nc1nnc(CCc2ccccc2)s1 (stereo unspecified),.,-2%,13,?
O=c1cc(-c2cccs2)oc2ccc(Cl)cc12,-1%,-4%,-28,-5
CCOc1ccc(N(CC(=O)NC2CCCC2)C(=O)CCC(=O)Nc2ccccn2)cc1,-1%,2%,-5,-3
COc1ccc(CNC(=O)NC(C)(C)c2cccc(C(C)(C)NC(=O)NCc3ccc(OC)cc3)c2)cc1,.,2%,-8,-4
O=C(NCc1ccccc1)c1cc(-c2ccco2)on1,-1%,-5%,11,-21
COc1ccc(CNC(=O)CSc2nc(-c3ccccc3)cc(-c3cccs3)c2C#N)cc1,-18%,4%,-15,?
CC(C)(C)C(=O)N1CCN(c2c(Cl)cccc2[N+](=O)[O-])CC1,-3%,-2%,6,-6
CC(Sc1nnnn1-c1ccc(Cl)cc1)C(=O)NCC(=O)Nc1ccc(F)c(F)c1F (stereo unspecified),.,3%,.,-22

# (cont.)
SMILES,15-hLO-2 inh,12-hLO inh,IMPase cell inh,PNC assembly inh
CNC(=O)[C@H](C)/C=C(\c1cccnc1)C(NC(=O)OCc1ccccc1)c1ccc(C(=O)OC)cc1 (stereo partly specified),19%,1%,.,.
S=C(NC1CCCCC1)c1ccc2c(c1)OCO2,.,-12%,-2,17
N#C/C(=C\c1cccnc1)C(=O)Nc1ccccc1,.,0%,-3,?
CCOc1ccccc1C(=O)Nc1ccccc1C(N)=O,-3%,-9%,14,-10
O=C(OCc1cc(-c2ccccc2)no1)c1ccc2ccccc2n1,-1%,-15%,9,?
CCOc1ccc(-c2nnc(N(CC)C(=O)C3CCC3)s2)cc1,9%[2.29 µM],0%,0,9
Cc1noc(C)c1S(=O)(=O)N1CCC(C(=O)Nc2ccc(OC(F)(F)F)cc2)CC1,5%,-4%,-2,12
CC(=O)c1nnn(-c2nc(N3CCCC3)nc(N(c3ccccc3)c3ccccc3)n2)c1C,-2%,2%,10,-7

# Screening results from PubChem BioAssay.
